# Bioassay records as filed in PubChem.
# PTAP TSG101 blk – qHTS Assay for Iinhibitors of HIV-1 Budding by Blocking the Interaction of PTAP/TSG101; Fluorescence polarization, FITC-PTAP peptide / Tsg101 binding; AID 493005, 2010; 340,000 tested, under 10 active; Potency, µM (series often up to 115 µM), inactives show at the highest dose activity change, negative = inhibition, actives largely listed as inhibitors; active = well fitted inhibition curve with a large enough effect in the main read-out, with a control signal flat, not every such curve was filed as active; inconclusive = small, poorly fitted or top-dose-only effect, or effect the other way, or a change in a side signal; inactive = no such curve, though single readings can be large or run the other way; also: potency is read from the fitted curve at half-maximal effect; % of control where 0% means no effect
# Target sequence (Q99816 whole entry, looked up): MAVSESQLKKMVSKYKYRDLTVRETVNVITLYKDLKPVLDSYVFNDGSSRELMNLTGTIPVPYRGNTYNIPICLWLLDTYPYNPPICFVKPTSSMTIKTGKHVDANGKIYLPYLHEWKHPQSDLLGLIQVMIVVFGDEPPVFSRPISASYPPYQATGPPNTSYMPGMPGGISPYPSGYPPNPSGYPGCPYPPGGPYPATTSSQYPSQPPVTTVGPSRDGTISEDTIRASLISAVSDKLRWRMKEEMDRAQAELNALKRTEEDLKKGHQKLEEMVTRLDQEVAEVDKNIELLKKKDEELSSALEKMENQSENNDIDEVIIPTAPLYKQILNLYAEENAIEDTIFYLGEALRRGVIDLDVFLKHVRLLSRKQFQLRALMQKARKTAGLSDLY
#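 Fluorescence anisotropy tracks displacement of a FITC-tagged PTAP peptide (50 nM) from the Tsg101 binding domain (10 uM), following a 20 min room-temperature incubation at pH 7.5.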
# Menin MLL FP TR – qHTS Assay for Inhibitors Targeting the Menin-MLL Interaction in MLL Related Leukemias: Competition With Texas Red Labeled MLL-derived Mutant Peptide | actives 0.23% (n = 270,000) | Potency, µM (top dose mostly 61.6 µM), without a hit: at the highest dose FP activity change, negative = inhibition, most hits filed as inhibitors | O00255 | Menin + Texas Red MLL mutant peptide, fluorescence polarization; active = well fitted inhibition curve with a large enough effect in the polarisation, with a control signal flat, not every such curve was filed as active; inconclusive = small, poorly fitted or top-dose-only effect, or effect the other way, or a change in a side signal; inactive = no such curve, though single readings can be large or run the other way; the % refers to the polarisation; also: potency is read from the fitted curve at half-maximal effect; % of control where 0% means no effect; many of its hits are not listed in these tables
# PKM2 act – qHTS Assay for Activators of Human Muscle isoform 2 Pyruvate Kinase. purified PKM2, Kinase-Glo ATP luminescence, activation; response scale: 0% is enzyme alone, no compound. Pyruvate kinase PKM (Homo sapiens), P14618. Potency, µM (titrated, usually from 57.5 µM), without a hit: at the top dose activation, hits mostly activators. actives 0.34% (n = 260,000). AID 1631, 2009; also: potency is read from the fitted curve at half-maximal effect; % is scaled to controls: 0 for no effect and ±100 for the full control effect; nearly all actives have a fitted effect of over 55% in size
#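 ATP formation by purified human PK-M2, quantified via coupled luciferase luminescence after 1 h at room temperature with 0.1 mM ADP and 0.5 mM PEP final.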
# Chronic BCR inh – qHTS Assay to Find Inhibitors of Chronic Active B-Cell Receptor Signaling | ABC-DLBCL IkBa-CBG/CBR reporter, luminescence ratio, 4 h | Potency, µM (top dose mostly 46.1 µM), for inactives: top-dose ratio change, negative = lower green/red ratio, usual class: inhibitors | actives 0.05% (n = 340,000) | AID 493014, 2011; active = well fitted inhibition curve with a large enough effect in the signal ratio, with a control signal flat, not every such curve was filed as active; inconclusive = small, poorly fitted or top-dose-only effect, or effect the other way, or a change in a side signal; the % refers to the signal ratio;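 also: potency is read from the fitted curve at half-maximal effect; plate controls were basal doxycycline-induced cells for no effect and cells given 10 µM MG132 for full effect; MG132 reads +100%, hits lower the ratio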
#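 Cell line TMD8 (human ABC DLBCL), stably expressing tet-inducible CBG68-IkBa fusion and CBR; IMDM/0.5% FBS; cpd up to 46 uM; dox induction, 4 h, 37C/5% CO2; dual luminescence; green/red ratio; MG132 control.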
# GALK inhibitor – qHTS Assay for Inhibitors of Human Galactokinase (GALK); actives 0.007% (n = 270,000); AID 1868, 2009; Potency, µM (doses to about 57.5 µM), for inactives: top-dose activity change, negative = inhibition, hits mostly inhibitors; Purified GALK, Kinase-Glo residual ATP luminescence; also: potency is read from the fitted curve at half-maximal effect; % is scaled to controls: 0 for no effect and ±100 for the full control effect
#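 Luminescence from leftover ATP (Ultra-Glo luciferase/luciferin) served as read-out after a 1 h room-temperature reaction of 5 nM GALK with 35 uM ATP and 100 uM galactose.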
# Giardia killer – Small Molecules that selectively kill Giardia lamblia: qHTS; Giardia lamblia trophozoite viability; activity change, % at 7.66 µM, hits read low; actives 0.15% (n = 340,000); in the data active = activity change below about -80%; inconclusive = between about -30% and that limit;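 also: parasites exposed to compound for two days anaerobically before the ATP read; % is scaled to controls: 0 for no effect and ±100 for the full control effect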
#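 Compounds were tested on trophozoites seeded at 100 cells/well and held 48 hrs at 37 deg C anaerobically. An ATP-based luminescent kit measured the remaining live cells.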
# Coupling enz – qHTS Assay for Inhibitors of Fructose-1,6-bisphosphate Aldolase from Giardia Lamblia: Coupling assay counterscreen. actives 0.67% (n = 290,000). activity change, negative = inhibition, % at 58.2 µM, hits read low. coupling enzyme system counterscreen, AmpLite Red fluorescence; in the data active = activity change below about -30%; also: % is scaled to controls: 0 for no effect and ±100 for the full control effect
#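 Counterscreen lacking aldolase: glyceraldehyde-3-phosphate coupling-enzyme reagent preincubated 10 min at RT with compound (at 57.5 uM final), then substrate/coupling system with AmpLite Red added; fluorescence read at 525/598 nm after 20 min RT.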
# Integrin act MD – qHTS for Activators of Integrin-Mediated Alleviation for Muscular Dystrophy; alpha7betagal myoblasts, beta-gal FDG fluorescence, 48 h; Potency, µM (doses to about 38.3 µM), without a hit: at the top dose activation, actives largely listed as activators; actives 0.064% (n = 350,000);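 also: potency is read from the fitted curve at half-maximal effect; 100% = response of the positive control SU9516; nearly all actives have a fitted effect of over 60% in size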
#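 alpha7betagal+/- myoblasts (passage 13, 250/well) treated 48 h at 37C with compounds at 1:260 dilution of DMSO stock. Lysed, then beta-galactosidase activity read as FDG fluorescence (ex 480/em 540) after 30 min, with pre-read for autofluorescence.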
# ASM inhibitor – Inhibitors of Secretory Acid Sphingomyelinase (S-ASM): qHTS; Sphingomyelin phosphodiesterase (Homo sapiens), P17405; placental ASM, HMU-PC fluorogenic substrate, 60 min; Potency, µM (titrated, usually from 57.5 µM), without a hit: at the top dose activity change, negative = inhibition, actives largely listed as inhibitors; actives 0.006% (n = 340,000); AID 504937, 2011; also: potency is read from the fitted curve at half-maximal effect
# Target sequence (P17405 47-631 limits assumed): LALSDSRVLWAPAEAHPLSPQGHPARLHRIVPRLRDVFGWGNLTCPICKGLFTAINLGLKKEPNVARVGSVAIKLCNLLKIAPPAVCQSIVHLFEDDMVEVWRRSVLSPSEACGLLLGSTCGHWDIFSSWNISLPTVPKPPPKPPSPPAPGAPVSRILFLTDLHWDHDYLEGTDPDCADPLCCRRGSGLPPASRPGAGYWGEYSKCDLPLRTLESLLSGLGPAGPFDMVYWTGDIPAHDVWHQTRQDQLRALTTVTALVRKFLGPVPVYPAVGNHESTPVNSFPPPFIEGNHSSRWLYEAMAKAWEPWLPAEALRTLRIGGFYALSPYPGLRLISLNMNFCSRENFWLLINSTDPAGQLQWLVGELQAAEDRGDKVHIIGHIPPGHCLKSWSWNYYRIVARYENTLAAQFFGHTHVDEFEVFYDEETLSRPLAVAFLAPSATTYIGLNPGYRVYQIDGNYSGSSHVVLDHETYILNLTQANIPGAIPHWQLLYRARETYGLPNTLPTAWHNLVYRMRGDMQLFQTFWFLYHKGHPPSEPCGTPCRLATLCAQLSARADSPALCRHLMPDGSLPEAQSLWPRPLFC
#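 Human placenta-derived ASM preincubated with compound 10 min at room temperature, then reacted with 9 uM (final) fluorogenic HMU-PC substrate for 60 min at 37 C. Stop solution raises pH to 10; fluorescence read at Ex 386/Em 447 nm.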
# Tb PFK block – qHTS Assay to Find Inhibitors of T. brucei phosphofructokinase | ATP-dependent 6-phosphofructokinase (Trypanosoma brucei brucei), O15648 | T. brucei PFK, ADP-Glo luminescence | Potency, µM (highest dose often 57.5 µM), for the others: top-dose activity, negative = inhibition, most hits filed as inhibitors | actives 0.17% (n = 330,000) | AID 485367, 2010;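 also: potency is read from the fitted curve at half-maximal effect; 0% = uninhibited 1x PFK enzyme wells and -100% = no-enzyme wells; nearly all actives have a fitted effect of over 60% in size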
#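 Compounds were pin-transferred as a titration series up to 57 uM into substrate buffer (0.5 mM F6P, 0.1 mM ATP, pH 8.0), then 1.25 nM PFK was added and reactions ran 45 min before ADP-Glo detection.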
# B2AR arrestin – qHTS assay of beta-arrestin-biased ligands of beta2-adrenergic receptor. Potency, µM (titrated, usually from 46.1 µM), for inactives: at the highest dose activation, most hits filed as activators. beta-arrestin recruitment to beta2AR, cell-based reporter. Beta-2 adrenergic receptor (Homo sapiens), P07550. actives 0.02% (n = 330,000);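 also: potency is read from the fitted curve at half-maximal effect; 0% = DMSO controls and full agonism = EC100 isoproterenol or metaproterenol; nearly all actives have a fitted effect of over 65% in size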
# Starred values were filed as active, the others as inactive; ? = inconclusive; nt = no result given. Unless noted, calls follow the shape of the dose curve; as a rule, active = well fitted curve in the direction sought with a large enough effect; inconclusive = small, poorly fitted or top-dose-only effect, or another doubt; inactive = no such curve, though single readings can be large; an effect the other way counts as inactive or inconclusive. The list is partial. The share of hits here may be higher or lower than overall.
SMILES,PTAP TSG101 blk,Menin MLL FP TR,PKM2 act,Chronic BCR inh,GALK inhibitor,Giardia killer,Coupling enz,Integrin act MD,ASM inhibitor,Tb PFK block,B2AR arrestin
COc1ccc2nc(NC(=O)c3cccs3)sc2c1,-1.5%,nt,-23.2%,?,2.8%,-17.8,1.1,24.6%,6.7%,-4.4%,0.1%
O=C(NCc1ccc2c(c1)OCO2)NC12CC3CC(CC(C3)C1)C2,-0.4%,-0.8%,7.2%,-1.1%,0.6%,-10.9,-0.5,12.4%,-0.7%,2.7%,-0.4%
COc1ccc(N2CCN(CCNC(=O)CCN3C(=O)COc4ccccc43)CC2)cc1,0.6%,-3.4%,-6.3%,3.8%,1.5%,2.9,0.3,0.7%,8.7%,0.3%,-0.2%
O=C(NC1CC1)c1cccc2c1C(=O)c1ccc(N3CCC(Cc4ccccc4)CC3)cc1S2(=O)=O,?,nt,nt,-2.0%,nt,7.2,nt,3.5%,-25.2%,6.8%,-0.9%
CCN(CC)CCNC(=O)/C(=C/c1cn(CC)c2ccccc12)NC(=O)c1cc(OC)c(OC)c(OC)c1,-0.1%,-29.8%,-0.1%,4.9%,-0.7%,-21.0,-0.3,-30.2%,3.4%,-3.2%,0.2%
CC(OC(=O)CCCCCN=C1NS(=O)(=O)c2ccccc21)C(=O)Nc1cc(Cl)cc(Cl)c1 (stereo unspecified),-2.2%,21.6%,8.8%,-5.5%,-3.3%,-9.5,-1.8,-12.1%,-13.0%,-3.0%,2.7%
COCCNC(=O)/C(C#N)=C/c1cc(C(C)C)c(OC)cc1C,-6.0%,-13.8%,0.5%,1.9%,-2.5%,13.0,-9.5,15.8%,1.0%,-0.1%,0.5%
O=C1CN(C(=O)COC(=O)c2cccs2)c2ccccc2N1,-0.5%,nt,nt,-0.2%,nt,7.5,nt,32.0%,3.4%,2.4%,-0.2%
CC(C)CCN1CCNC(=O)C1CC(=O)Nc1ccc(F)cc1 (stereo unspecified),-1.6%,4.5%,-0.6%,0.8%,2.1%,-19.1,-5.1,6.1%,5.4%,5.8%,-0.4%
COc1ccc(CN2C[C@]3(CO)O[C@@H](CO)C[C@@H]3S2(=O)=O)cc1,-0.2%,nt,nt,-0.3%,nt,29.4,nt,-0.4%,1.2%,-0.1%,-0.3%
O=C(c1ccco1)N(CCC(c1ccccc1)c1ccco1)Cc1ccccc1 (stereo unspecified),0.4%,-8.4%,23.5%,?,1.1%,-7.2,2.8,-30.9%,-9.7%,-28.8%,0.9%
CN(Cc1ccccc1)C(=O)CNC(=O)Cn1cnc2ccccc2c1=O,-3.4%,-1.0%,-1.6%,-1.7%,-0.8%,-0.8,6.1,-7.8%,2.6%,-0.4%,0.0%
COc1cc(CC(=O)NCc2ccccn2)cc(OC)c1OC,-0.4%,nt,-0.9%,?,-0.4%,-8.6,-3.8,-6.2%,1.2%,1.1%,0.6%
COc1ccc(C(=O)NC(C)c2ccccc2)cc1Br (stereo unspecified),-9.1%,6.2%,-5.8%,-0.7%,1.7%,-18.7,0.6,?,2.5%,-0.7%,0.0%
O=C(NC1CCN(S(=O)(=O)c2cccc(F)c2)CC1)c1cccc(F)c1,0.7%,8.5%,-3.0%,1.7%,1.6%,-6.2,-6.0,0.3%,2.5%,-4.4%,0.5%
COc1cc(O)sc1C=Nc1ccc(Cl)cc1,-2.1%,-0.5%,-0.6%,?,5.2%,-8.1,-7.1,1.1%,7.3%,3.7%,-0.1%
COc1ccccc1NC(=O)Cc1cccc2ccccc12,2.3%,13.3%,3.1%,-12.0%,3.0%,2.0,-3.7,-18.9%,-2.7%,-6.1%,-1.0%
Cc1ccccc1C(=O)NCCOc1ccccc1Cl,-1.0%,0.2%,-3.1%,1.7%,4.2%,8.0,0.1,6.2%,2.0%,0.6%,-1.1%
Cc1nc(NC(=O)COC(=O)C(C)NC(=O)c2ccccc2)c(Cl)cc1Cl (stereo unspecified),-1.2%,nt,nt,11.3%,nt,-7.2,nt,-6.1%,6.3%,-4.0%,0.5%
Cc1cc(C)c(OCC(=O)N(Cc2cccs2)C2CCS(=O)(=O)C2)c(C)c1 (stereo unspecified),-1.6%,-10.5%,-4.9%,?,-1.5%,-3.2,0.9,-27.9%,1.3%,2.7%,0.0%
O=C1CCc2cc(S(=O)(=O)N3CCN(Cc4ccc5c(c4)OCO5)CC3)ccc2N1,nt,-8.8%,0.1%,0.7%,-2.1%,2.9,3.3,3.1%,-4.3%,4.9%,-0.1%
Cc1cccc(N2CCN(C(=O)c3cc(S(=O)(=O)N4CCCC4)cn3C)CC2)c1C,-3.4%,?,1.4%,-16.8%,nt,5.3,-0.4,-41.0%,-1.9%,-0.1%,0.1%
O=C(c1ccc(Br)o1)N1CCN=C1SCc1cccc(F)c1,-0.9%,-15.4%,-3.7%,?,0.6%,-4.3,-2.1,12.1%,-3.9%,0.7%,-1.2%
Cc1ccc(S(=O)(=O)Nc2cccc(C(=O)NCC(c3ccco3)N(C)C)c2)cc1F (stereo unspecified),-1.3%,nt,nt,-1.0%,nt,-5.5,nt,11.0%,14.0%,0.4%,0.2%
O=C(CSc1ncn[nH]1)Nc1nc(-c2ccccc2)cs1,-2.1%,?,-7.3%,-17.2%,-2.0%,-7.3,-1.3,-27.2%,1.8%,-4.9%,4.2%

# Further structures:
SMILES,PTAP TSG101 blk,Menin MLL FP TR,PKM2 act,Chronic BCR inh,GALK inhibitor,Giardia killer,Coupling enz,Integrin act MD,ASM inhibitor,Tb PFK block,B2AR arrestin
Cc1sc2ccccc2[n+]1CC(=O)c1ccccc1,-1.4%,6.8%,4.5%,-2.4%,-3.0%,2.7,-0.6,0.0%,4.6%,-2.5%,0.0%
CC(Cc1ccccc1)NC(=O)c1ccc([N+](=O)[O-])cc1 (stereo unspecified),-4.8%,16.2%,2.4%,-5.2%,3.6%,-5.0,0.9,-4.8%,-0.3%,-3.6%,-0.3%
COc1cc(OC)c(C(=O)OCC(=O)NC2CCCC2)cc1OC,0.2%,-16.5%,nt,-3.9%,2.8%,-12.2,0.8,4.6%,2.2%,-5.9%,-0.3%
CCN(c1ccccc1)S(=O)(=O)c1ccc(Cl)c(NC(=O)CSc2n[nH]c(N)n2)c1,-4.6%,-5.7%,-2.0%,?,-1.7%,-16.8,2.8,-14.4%,2.6%,6.6%,0.0%
CC1(C)CC(=O)C(C2C3=C(CC(C)(C)CC3=O)Oc3ccccc32)=C(O)C1 (stereo unspecified),0.3%,-3.4%,17.8%,?,1.4%,-2.7,0.0,-22.7%,-1.4%,-2.3%,-0.5%
CCC1SC(N)=NC1=O (stereo unspecified),0.8%,-5.8%,1.7%,6.3%,-0.1%,-6.3,3.4,7.0%,1.2%,0.6%,-0.4%
COc1ccc2nc(NC(=O)CCc3cc(OC)c(OC)c(OC)c3)sc2c1,-1.8%,14.1%,12.7%,-0.4%,-1.4%,4.7,-3.0,-31.0%,-12.0%,6.7%,0.0%
CCC1N=C(SC)NC(C)=C1C(=O)c1ccccc1 (stereo unspecified),-3.5%,3.6%,-0.6%,?,-1.9%,11.6,4.7,-6.2%,1.7%,-3.7%,0.2%
Cc1[nH]n(-c2cccc(Cl)c2)c(=O)c1C=NCc1ccco1,-3.6%,?,-0.5%,?,-0.2%,-3.9,-2.7,?,-2.7%,-6.5%,-1.0%
Cc1ccc(S(=O)(=O)N(C)C)cc1NC(=O)CN1C(=O)NC2(CCCCCCC2)C1=O,0.8%,nt,-0.6%,-11.8%,5.1%,-2.0,nt,-2.1%,0.6%,0.4%,-0.6%
COc1ccc(CNC(=O)CN2C(=O)NC(C)(c3cccc4ccccc34)C2=O)cc1OC (stereo unspecified),-7.8%,16.3%,1.7%,-25.3%,14.2%,2.7,-3.9,26.3%,5.2%,0.0%,-0.1%
